ANO1 block = inhibitors of mouse TMEM16A calcium-activated chloride channel; Q8BHY3; HEK293 TMEM16A/YFP iodide influx fluorescence, ionomycin; normalized B-score (activity score, 25-100; higher = stronger inhibition) at 10 µM; 1.2% of 310,000 active;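 active = ratio plate-corrected score three or more library SD toward inhibition, starting fluorescence score within five deviations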;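 also: score derived from kinetic fluorescence span divided by baseline fluorescence per well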
KCNQ1 inh = inhibitors of human KCNQ1 potassium channel | P51787 | CHO-K1 KCNQ1, FluxOR thallium flux fluorescence; hits give high values | B-score at 10 µM | 1.3% of 310,000 active | AID 2642;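 active = compounds whose thallium flux B-score, printed positive for inhibition, exceeds three library SD while starting fluorescence stays within three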;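 also: channel opened by potassium depolarization with thallium stimulus after 20 min compound exposure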
Target sequence (P51787 whole entry, looked up): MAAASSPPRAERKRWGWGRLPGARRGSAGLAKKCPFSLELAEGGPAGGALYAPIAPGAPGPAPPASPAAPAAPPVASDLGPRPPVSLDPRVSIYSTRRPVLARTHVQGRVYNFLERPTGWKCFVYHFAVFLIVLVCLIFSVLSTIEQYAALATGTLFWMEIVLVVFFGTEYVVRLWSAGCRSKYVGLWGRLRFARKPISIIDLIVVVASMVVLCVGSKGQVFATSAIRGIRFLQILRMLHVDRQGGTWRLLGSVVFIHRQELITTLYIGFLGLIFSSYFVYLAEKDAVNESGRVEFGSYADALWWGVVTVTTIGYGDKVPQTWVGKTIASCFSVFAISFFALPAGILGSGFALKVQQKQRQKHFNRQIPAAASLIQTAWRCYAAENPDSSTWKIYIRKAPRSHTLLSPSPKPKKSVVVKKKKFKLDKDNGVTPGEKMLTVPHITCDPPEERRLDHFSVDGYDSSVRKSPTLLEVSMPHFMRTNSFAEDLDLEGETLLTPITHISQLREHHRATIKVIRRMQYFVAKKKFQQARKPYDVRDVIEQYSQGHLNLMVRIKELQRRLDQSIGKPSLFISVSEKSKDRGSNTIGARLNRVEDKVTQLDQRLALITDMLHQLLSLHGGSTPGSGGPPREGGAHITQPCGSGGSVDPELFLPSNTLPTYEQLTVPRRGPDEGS
ANO1 activ = activators or potentiators of mouse TMEM16A chloride channel. Q8BHY3. HEK293 TMEM16A/YFP-H148Q/I152L, iodide quench fluorescence; hits give low values. B-score at 10 µM. 0.3% of 340,000 active;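 active = fluorescence-ratio B-score plate-corrected deviation score at least 3 library SD below zero, with starting fluorescence score within 5 deviations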;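 also: channel opened by trigger with iodide after compound preincubation; score built on the fluorescence ratio of max minus min over baseline; more negative score means more quench and so TMEM16A activation or potentiation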
MrgX1 agonist = agonists of human MrgX1 receptor. Q96LB2. MrgX1-HEK293 cells, Fluo-4 calcium fluorescence, agonist mode; hits give high values. B-score at 10 µM. 0.44% of 310,000 active;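 active = calcium response B-score plate-corrected fluorescence ratio at least 3 library SD, with starting fluorescence B-score inside 5 SD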
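System: HEK293 cells stably expressing human MrgX1 receptor; Dosing: test compound in the initial addition of three; Schedule: overnight plating, then 30 min 37 °C plus 30 min room-temperature dye loading; Detection: kinetic calcium dye fluorescence, Fluo-4 NW; Controls: per-plate positive and negative controls for Z′ factor.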
RGS4 inh = human RGS4 inhibition | 0.45% of 310,000 active | HEK293 M3R/RGS4 inducible, Fluo-4 calcium flux; hits give high values; triggered by carbachol at its EC20 | B-score at 10 µM | AID 463165;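 active = B-score, a plate-corrected calcium signal, over three deviations above library mean, with baseline fluorescence within five deviations of library mean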;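 also: RGS4 expression induced by doxycycline in cells with stable M3 receptor; B-score is computed from the integrated fluorescence ratio over baseline after carbachol; higher B-score means a larger calcium signal and so more RGS4 inhibition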
Target sequence (P49798 whole entry, looked up): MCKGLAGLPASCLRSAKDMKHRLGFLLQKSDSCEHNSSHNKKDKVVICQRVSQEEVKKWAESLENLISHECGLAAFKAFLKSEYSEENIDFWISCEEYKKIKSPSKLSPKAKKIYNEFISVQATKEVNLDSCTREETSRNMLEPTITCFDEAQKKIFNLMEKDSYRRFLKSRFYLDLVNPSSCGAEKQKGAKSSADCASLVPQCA
RGS4 pot = potentiators or activators of RGS4; HEK293 M3R/inducible RGS4, carbachol calcium flux Fluo4; hits give low values; B-score at 10 µM; 0.92% of 310,000 active; AID 463111;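 active = B-score of the integrated calcium signal more than 4 SD below the library mean, with starting fluorescence not abnormally high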;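 also: negative B-score means reduced calcium response which marks RGS4 activation or potentiation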
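Material: Inducible-RGS4 HEK293 cells carrying M3 receptor; also added: carbachol at ECmax as muscarinic agonist stimulus; incubation: compound preincubation 20 min at room temperature before agonist; signal: Fluo4-AM (2 µM) calcium-flux fluorescence, kinetic read; measure: integrated calcium ratio converted to B score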
KCNK9 inh = blocks the human KCNK9 two-pore domain potassium channel; HEK293 KCNK9, FluxOR thallium flux fluorescence; hits give low values; 1.2% of 310,000 active; Q9NPC2; B-score at 10 µM;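 active = ratio B-score over 3 SD below the library mean, with starting fluorescence within 5 SD of its mean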;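 also: negative B-score means less thallium flux so channel inhibition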
KCNK3 block = human KCNK3 channel inhibition, primary screen. 0.84% of 340,000 active. AID 602410. B-score at 10 µM. O14649. CHO-KCNK3 thallium flux, FluxOR fluorescence; hits give low values;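 active = B-score under library mean minus 4 SD, starting fluorescence ratio at most library mean plus 5 SD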;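 also: more negative B-score means stronger inhibition of thallium flux through KCNK3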
hERG rescue = hERG (human) protection from proarrhythmic block. 0.51% of 310,000 active. activation (rescue from dofetilide block), less the hit threshold, % at 10 µM. AID 1511. CHO-hERG, FluxOR thallium flux, dofetilide IC70 present;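 active = activation above the mean of controls blocked by dofetilide plus 5 SD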;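 also: thallium influx through hERG after potassium depolarization seen as dye fluorescence rise; in these data hits start at about 4.7%; inactives centre near -7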
KCNQ1 pot = potentiators or activators of human KCNQ1 potassium channel; CHO-K1 KCNQ1, thallium flux FluxOR fluorescence; hits give high values; AID 2648; B-score at 10 µM; P51787; 0.35% of 310,000 active;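 active = fluorescence ratio B-score, a plate-corrected score, at least three library SD, with initial intensity B-score within 5 SD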
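assay system = KCNQ1-transfected CHO-K1 cells | medium = assay buffer with matched DMSO | probe or stimulus = depolarizing K+/Tl+ stimulus, K2SO4 and Tl2SO4 each 12.5 mM in 5x stock | dosing = single dose | incubation = dye 90 min, compound 20 min, room temperature | detection = kinetic FluxOR fluorescence, 10 s baseline plus 110 s post-stimulus | evaluation = ratio B score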
MrgX1 allo act = human MrgX1 positive allosteric modulation, primary screen | MrgX1-HEK293, Fluo-4 calcium flux, FDSS; hits give high values | 0.63% of 310,000 active | AID 588675 | B-score at 10 µM | Q96LB2;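 active = plate-corrected calcium response at least 3 library SD above typical, normal starting fluorescence, not activating the receptor alone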;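 also: compound read alongside a low EC10 to EC30 dose of BAM8-22 agonist; peak minus trough fluorescence over baseline measured at the second addition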
Numbers without * were called inactive; i = inactive. No enrichment for hits; 6.3% or so of the library scored in one or more.

no.	SMILES	ANO1 activ	KCNK3 block	KCNK9 inh	RGS4 inh	hERG rescue	MrgX1 allo act	MrgX1 agonist	RGS4 pot	KCNQ1 inh	ANO1 block	KCNQ1 pot
1	COc1ccc(NC(=O)CN(C)S(=O)(=O)c2ccccc2)c([N+](=O)[O-])c1	i	i	i	i	-4	i	i	i	i	i	i
2	COc1nn(CC(=O)N2N=C(C)CC2(O)C(F)F)cc1[N+](=O)[O-] (centres undefined)	i	i	i	i	1	i	i	i	i	i	i
3	O=C(Nc1ccncc1)c1sc2ccccc2c1Cl	i	i	i	i	-7	i	i	i	i	i	i
4	COc1ccc(Nc2nc(NC(C)(C)C)nc(N3CCOCC3)n2)c(OC)c1	i	i	i	i	-16	i	i	i	i	i	i
5	C(=C\c1ccccc1)/C=N/Nc1nc(N2CCOCC2)nc(N2CCOCC2)n1	i	i	i	i	-4	i	i	i	i	i	i
6	O=C(Nc1nnc(CCS(=O)(=O)c2ccc3ccccc3c2)s1)c1cccs1	i	i	i	i	-1	i	i	i	i	i	i
7	O=C(Nc1ccc(C(=O)O)cc1)Nc1ccc([N+](=O)[O-])cc1	i	i	i	i	-6	i	i	i	i	i	i
8	CC1=CC(C)(C)NC(=S)N1C(C)c1ccccc1 (centres undefined)	i	i	i	i	-6	i	i	i	i	i	i
9	Cc1ccc2nc(N(CCCN(C)C)C(=O)c3ccc(S(=O)(=O)N4CCCCCC4)cc3)sc2c1	i	i	i	i	-17	i	i	i	i	i	i
10	Cn1c(N/N=C\c2cccc(O)c2)cc(=O)n(C)c1=O	i	i	i	i	-10	i	i	i	i	i	i
11	Cc1ccc(C2=Nc3ccccc3NC(C)(c3ccc(C)o3)C2)o1 (centres undefined)	i	i	i	i	-9	i	i	i	i	i	i
12	Cc1cc(C)cc(NC(=S)NC2CC3CCC(C2)N3Cc2ccco2)c1 (centres undefined)	i	i	i	i	-12	i	i	i	i	i	i
13	COC(=O)c1c(NC(=O)COC(=O)CNC(=O)C2CCCCC2)sc(C)c1C	i	i	i	i	-2	i	i	i	i	i	i
14	Cc1ccc(N2CC(=O)N(NC(=O)c3sc4nc(C)cc(C)c4c3N)CC2=O)cc1	i	i	i	i	-6	i	i	i	i	i	i
15	CC(CC(=O)Nc1nccs1)c1ccccc1 (centres undefined)	i	i	i	i	-5	i	i	i	i	i	i
16	O=C(c1coc(=O)c(Br)c1)N1CCCc2ccccc21	i	i	i	i	-6	i	i	i	i	i	i
17	CC1(C(=O)O)CCC(C(=O)N2CCOCC2)C1(C)C (centres undefined)	i	i	i	i	-1	i	i	i	i	i	i
18	CC(C)N1C(=O)N(c2ccccc2)C(C)(O)CC1(C)C (centres undefined)	i	i	i	i	0	i	i	i	i	i	i
19	Cc1ccc(C)c2c1cc(C)c1nnc(SCC(=O)Nc3nc4c(s3)CCCC4)n12	i	i	i	i	-4	i	i	i	i	i	i
20	COC(=O)c1ccc(OCC(=O)N2CCCc3ccccc32)cc1	i	i	i	i	-4	i	i	i	i	i	i
21	Cc1nc(NC(=O)CSc2nnc(N)s2)c(Cl)cc1Cl	i	i	i	i	2	i	i	i	i	i	i
22	O=C1Cc2cc(S(=O)(=O)NCc3ccccc3Cl)cc3c2N1CCC3	i	i	i	i	-6	i	i	i	i	i	i
23	Cc1cc(C)n2nc(C(=O)OCC(=O)N(C)C3CCCCC3)nc2n1	i	i	i	i	-16	i	i	i	i	i	i
24	CC(C)N(Cc1nc(-c2ccccc2)no1)C(=O)c1ccc2c(c1)OCO2	i	i	i	i	-10	i	i	i	i	i	i
25	CS(=O)(=O)N(CC(=O)Nc1ccc(F)cc1F)c1cccc([N+](=O)[O-])c1	i	i	i	i	-9	i	i	i	i	i	i
26	O=C1C=C(N2CCCCCC2)C2(CCCCC2)O1	i	i	i	i	-5	i	i	-8.4*	i	i	i
27	Cc1ccc(S(=O)(=O)NCC2CCC(C(=O)N3CCN(C)CC3)CC2)cc1 (centres undefined)	i	i	i	i	-7	i	i	i	i	i	i
28	CCCCc1cc(=O)oc2c(C)c(OCC(=O)N3CCC(C(N)=O)CC3)ccc12	i	i	i	i	-5	i	i	i	i	i	i
29	Cc1n[nH]c(=S)n1/N=C/c1ccccc1OCc1ccc(Cl)cc1	i	i	i	i	-9	i	i	i	i	i	i
30	Cc1cccc(NC(=O)c2onc3c2CCCC3)c1C	i	i	i	i	-7	i	i	i	i	i	i
31	OCCN1CCN(c2nc(-c3ccccc3)c3cc(Cl)ccc3n2)CC1	i	i	i	i	-22	i	i	i	i	i	i
32	CCSc1oc(-c2ccco2)nc1S(=O)(=O)c1ccc(F)cc1	i	i	i	i	-6	i	i	i	i	i	i
33	CCOc1ncccc1C(=O)N1CCN(S(=O)(=O)c2ccc(Br)cc2Cl)CC1	i	i	i	i	-3	i	i	i	i	i	i
34	CN(CCC#N)C(=O)COC(=O)c1ccc2c(=O)n3c(nc2c1)CCC3	i	i	i	i	-2	i	i	i	i	i	i
35	Cc1cc(NC(=O)c2cccc(S(=O)(=O)N3CCOCC3)c2)no1	i	i	i	i	-5	i	i	i	i	i	i
36	CCN(c1ccccc1)S(=O)(=O)c1cnc[nH]1	i	i	i	i	-9	i	i	i	i	i	i
37	CNC(=O)CN(c1ccc(F)cc1)S(=O)(=O)c1cc(C)ccc1OC	i	i	i	i	-7	i	i	i	i	i	i
38	COc1cc(/C=C2\C(=N)N3N=C(S(C)(=O)=O)SC3=NC2=O)cc(OC)c1OCCOc1ccccc1C	i	i	i	i	-31	i	i	i	i	i	i
39	CCN(CC(=O)Nc1cccc(OC)c1)c1ncnc2sc(C)c(C)c12	i	i	i	i	-21	i	i	i	i	i	i
40	NS(=O)(=O)c1ccc(NC(=O)COC(=O)c2cc([N+](=O)[O-])ccc2Cl)cc1	i	i	i	i	-11	i	i	i	i	i	i
41	COc1cccc(N2CC(C(=O)N3CCC4(CC3)CC(=O)c3ccccc3O4)CC2=O)c1 (centres undefined)	i	i	i	i	-10	i	i	i	i	i	i
42	Cc1cnn2c(C3CC3)ccnc12	i	i	i	i	-8	i	i	i	i	i	i
43	O=C(O)c1cc([N+](=O)[O-])cc2c1nnn2O	i	i	i	i	-6	i	i	i	i	i	i
44	COC(=O)c1ccc(NC(=O)C23CCC(C)(C(=O)O2)C3(C)C)cc1 (centres undefined)	i	i	i	i	-3	i	i	i	i	i	i
45	Cc1nc(C(F)(F)F)c(C(=O)NC(=O)Nc2ccc(OC(F)(F)F)cc2)s1	i	i	i	i	-7	i	i	i	i	100*	i
46	CC(C)CN(C)Cc1c(C(=O)N2CCc3ccccc3C2)nc2ccc(Cl)cn12	i	i	i	i	-18	i	i	i	i	i	i
47	Cc1ccc(S(=O)(=O)N2CCC(C(=O)Nc3ccc(S(=O)(=O)N4CCCC4)cc3)CC2)cc1	i	i	i	i	-11	i	i	i	i	i	i
48	O=C(NCCn1cc(SCc2ccccc2)c2ccccc21)c1ccccc1F	i	-15*	i	i	-23	i	i	i	8*	25*	i
49	CCc1c(C)nc2cc(-c3ccc(OC)c(OC)c3)nn2c1N1CCC(C)CC1	i	-8.9*	i	i	-16	i	i	i	i	i	i
50	O=C(OCc1cccs1)c1ccccc1NS(=O)(=O)c1ccc2c(c1)OCCO2	i	i	i	i	-7	i	i	i	i	i	i
51	O=C(CSc1nncn1-c1cccnc1)N(c1ccccc1)c1ccccc1	i	i	i	i	-7	i	i	i	i	i	i
52	C=CCNC(=S)Nc1ccc(OC)c(S(=O)(=O)N2CCOCC2)c1	i	i	i	i	-11	8.7*	i	i	i	i	i
53	COc1ccc(OC)c(-c2nc(C)sc2CC(=O)O)c1	i	i	i	i	-1	i	i	i	i	i	i
54	O=C(NCCCn1ccnc1)/C(=C\c1cccnc1)NC(=O)c1ccccc1Br	i	i	i	i	2	i	i	i	i	i	i
55	COc1ccc(N=c2oc3cc(O)ccc3cc2C(=O)NCC2CCCO2)c(OC)c1 (centres undefined)	i	i	i	i	-12	i	i	i	i	i	i
56	CNc1nc(C)c([N+](=O)[O-])c(Nc2ccc(OC)cc2)n1	i	i	i	i	-11	i	i	i	i	i	i
57	CCC1Oc2ccc(C)cc2N(CC(=O)N(Cc2ccncc2)Cc2ccco2)C1=O (centres undefined)	i	i	i	i	-10	i	i	i	i	i	i
58	NNC(=O)C(Cc1ccc(O)cc1)N1Cc2ccccc2C1=O (centres undefined)	i	i	i	i	-3	i	i	i	i	i	i
59	COc1ccc(-c2cc(C(=O)Nc3c(C)n(C)n(-c4ccccc4)c3=O)c3ccccc3n2)cc1	i	i	i	i	-24	i	i	i	i	i	i
60	CSc1ccccc1NC(=O)CN(c1ccccc1Br)S(C)(=O)=O	i	i	i	i	-4	i	i	i	i	i	i

The results go on:
no.	SMILES	ANO1 activ	KCNK3 block	KCNK9 inh	RGS4 inh	hERG rescue	MrgX1 allo act	MrgX1 agonist	RGS4 pot	KCNQ1 inh	ANO1 block	KCNQ1 pot
61	COc1ccc(NC(=S)N/N=C/c2cccn2Cc2ccc(F)cc2Cl)cc1	i	i	i	i	-5	i	i	i	i	i	i
62	C=CCn1c(Oc2ccccc2F)nc2c1c(=O)n(C)c(=O)n2C	i	i	i	i	-9	i	i	i	i	i	i
63	O=C(O)Cc1ccc2c(c1)N(S(=O)(=O)c1cccc(C(F)(F)F)c1)CC(C(=O)O)O2 (centres undefined)	i	i	i	i	-4	i	i	i	i	i	i
64	Cc1nn(C(C)C(=O)N2CCc3ccccc32)c(C)c1[N+](=O)[O-] (centres undefined)	i	i	i	i	-10	i	i	i	i	i	i
65	CCc1nc(SCC(=O)N2CCCC2)c2ccccc2n1	i	i	i	i	-2	i	i	i	i	i	i

Assay outcomes deposited in PubChem BioAssay by Johns Hopkins Ion Channel Center.
